High-throughput results: PubChem BioAssay, The Scripps Research Institute Molecular Screening Center
FBW7 activator: FBW7 E3 ligase activators, primary screen, biochemical, AlphaScreen, human | F-box/WD repeat-containing protein 7 (Homo sapiens), Q969H0 | AlphaScreen FBW7–phospho-cyclin E peptide binding, activator screen | normalized activity (activation), % at 26.1 µM | actives 0.13% (n = 650,000) | AID 1259310, 2017; in the data active means normalized activity above about 1.9%;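 further: purified mutant Fbw7 with reduced substrate affinity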
Target sequence (Q969H0 whole entry, looked up): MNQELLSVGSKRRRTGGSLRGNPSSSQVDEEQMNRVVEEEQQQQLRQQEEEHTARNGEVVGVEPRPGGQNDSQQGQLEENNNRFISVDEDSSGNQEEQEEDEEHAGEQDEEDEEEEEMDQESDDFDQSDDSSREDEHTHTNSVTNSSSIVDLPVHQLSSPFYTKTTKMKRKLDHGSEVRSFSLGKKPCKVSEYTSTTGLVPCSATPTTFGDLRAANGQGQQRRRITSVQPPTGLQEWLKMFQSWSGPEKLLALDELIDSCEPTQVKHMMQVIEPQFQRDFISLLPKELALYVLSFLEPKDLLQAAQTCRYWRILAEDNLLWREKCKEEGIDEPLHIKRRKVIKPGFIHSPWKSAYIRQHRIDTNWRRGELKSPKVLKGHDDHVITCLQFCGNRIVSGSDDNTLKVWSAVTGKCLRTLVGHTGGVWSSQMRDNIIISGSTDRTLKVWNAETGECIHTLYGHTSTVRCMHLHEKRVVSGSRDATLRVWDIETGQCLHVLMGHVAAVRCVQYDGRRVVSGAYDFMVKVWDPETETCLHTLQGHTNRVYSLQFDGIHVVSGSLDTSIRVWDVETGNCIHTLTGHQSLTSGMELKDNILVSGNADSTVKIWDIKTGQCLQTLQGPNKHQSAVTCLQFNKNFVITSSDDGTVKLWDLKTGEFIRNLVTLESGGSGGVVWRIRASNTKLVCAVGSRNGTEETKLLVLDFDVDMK
MITF inh: MITF inhibitors, primary screen, biochemical, AlphaScreen, human; inhibition, % at 2.6 µM; AlphaScreen MITF homodimerization, bead proximity signal; actives 0.91% (n = 650,000); in the data active means inhibition above about 50%;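 further: 0% = vehicle wells with protein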
TEAD-YAP inh: TEAD-YAP interaction inhibition, primary screen, TEAD-YAP interaction inhibitor project, luminescence, HEK-TIYL cells | TEAD-Gal4/YAP UAS-luciferase luminescence | inhibition, % at 9.12 µM | actives 1.4% (n = 640,000); in the data active means inhibition above about 32%;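 further: 0% = median of test compound wells and 100% = reference inhibitor wells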
GPR151 ag: activators of human GPR151, primary screen, cell-based, PathHunter beta-arrestin, luminescence; PathHunter beta-arrestin GPR151 cells; AID 1508602, 2020; actives 1% (n = 650,000); G-protein coupled receptor 151 (Homo sapiens), Q8TDV0; activation, % at 11.2 µM; in the data active means activation above about 4.9%;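 further: 0% = median of compound wells and 100% = cells with positive control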
* hit, by the source's call; . = no result given; & = joins results of further samples. Rows were taken by chance; about 3.4% have a hit in one of these screens.

| canonical_smiles | FBW7 activator | MITF inh | TEAD-YAP inh | GPR151 ag |
| --- | --- | --- | --- | --- |
| Cc1ccc(C(=O)Nc2sc3c(c2C(=O)N(C)C)CCC(C)C3)cc1 (stereo not drawn) | -0.1 | -0.6 | 18.1 | -0.6 |
| CN(C)c1ccc(C2Nc3cc(C(C)(C)C)cc(C(C)(C)C)c3O2)cc1 (stereo not drawn) | 1.1 | 11.6 | -2.8 | -1.1 |
| CC1CC(C)CN(C(=O)CSc2nnc(-c3ccccc3)o2)C1 (stereo not drawn) | 0.7 | 20.1 | -13.4 | -0.6 |
| O=C(O)c1ccc(CNC(=O)C(Cl)Cl)cc1 | 0.0 | -5.6 | -6.1 | 1.4 |
| CC1(C)OC(=O)C(=CNC(C(=O)O)c2ccccc2)C(=O)O1 (stereo not drawn) | 0.1 | 7.7 | -5.5 | 2.6 |
| Cc1cc(-c2cnc(N3CCCC3)nc2C2CCN(Cc3cccnc3)CC2)on1 | -0.1 | -11.2 | 17.4 | -0.5 |
| Cc1cc(S(=O)(=O)N2CCCC(CNC(=O)c3ccco3)C2)c(C)s1 (stereo not drawn) | -0.1 | -3.7 | -5.9 | 1.5 |
| Cc1ccc(OCC(=O)Nc2ccc(N3CCOCC3)c(Cl)c2)cc1C | 0.2 | 4.5 | 6.3 | -0.6 |
| CC(C)n1c(CN2CCc3c(nc(N4CCCC4)[nH]c3=O)C2)nc2ccccc21 | 0.2 | 6.7 | -0.6 | -0.6 |
| COc1cc(OC)c(Nc2nc3ccccc3n3cnnc23)cc1Cl | 0.4 | 13.3 | 0.0 | 0.6 |
| Nc1cccc(-c2cc(Nc3ccc(Oc4ccccc4)cc3)ncn2)c1 | 0.0 | -1.3 | 10.3 | -1.8 |
| CNC(=O)C(=O)Nc1ccccc1OC | 0.2 | 11.7 | -3.8 | 0.0 |
| COC(=O)c1cc(NC(=O)CC2SCCNC2=O)cc(C(=O)OC)c1 (stereo not drawn) | 0.8 | 10.8 | 12.5 | 0.6 |
| O=C(NCC(O)CO)c1ccc2[nH]c3ccccc3c2c1 (stereo not drawn) | 0.1 | 7.2 | 0.5 | -0.8 |
| COc1ccc(-c2nccc(Nc3ccc(NC(C)=O)cc3)n2)cn1 | -0.1 | -13.8 | -6.1 | 1.6 |
| COC(=O)c1c(N)sc(C)c1-c1ccc(Cl)cc1 | 0.0 | 7.0 | 6.0 | 0.2 |
| CCCNC(=O)C1CSC(c2ccccc2C)N1C(=O)Nc1ccccc1OC (stereo not drawn) | -0.1 | 5.3 | 2.2 | 0.4 |
| O=C(NCCN1CCOCC1)C1c2ccccc2C(=O)N2CCc3ccccc3C12 (stereo not drawn) | -0.1 | 11.2 | 7.7 | -0.2 |
| O=C1CC(c2ccccc2)Nc2nc3ccccc3n21 (stereo not drawn) | -0.1 | -2.8 | 2.0 | 0.2 |
| CN(CC(=O)Nc1cccnc1)S(=O)(=O)c1ccc2c(c1)n(C)c(=O)c(=O)n2C | 0.1 | 24.9 | -3.9 | 0.0 |
| Cc1ccc(OCC(O)CN2C(=O)CCC2=O)cc1C (stereo not drawn) | -0.1 | 2.2 | -17.2 | 0.9 |
| CN1[C@@H](CC(=O)c2ccccc2)CCC[C@H]1C[C@H](O)c1ccccc1 | 0.0&0.1&-0.1&0.1&-0.1 | 1.5&1.7&4.0&23.4&0.5 | -3.3&-3.7&4.0 | -0.9&0.9&1.0&2.6&3.9 |
| Cc1cc(Cl)ccc1OCC(=O)Nc1ccc(S(=O)(=O)Nc2ncccn2)cc1 | -0.1 | 9.5 | 3.5 | -0.7 |
| O=C(CSc1nc2ccccc2c(=O)n1-c1ccccc1)NC(=O)CN1CCCC1=O | -0.1 | 27.4 | 10.2 | -1.0 |
| Cn1ccnc1C(=O)c1cc(=O)c2ccccc2o1 | -0.2 | -3.3 | 1.7 | 2.0 |
| CC(=O)c1cccc(NS(=O)(=O)c2ccc(-n3cccn3)cc2)c1 | 0.0 | 0.7 | 2.1 | 0.1 |
| CCCn1ncc(C(=O)N2CCc3c(nc(C)[nH]c3=O)C2)c1C | 0.4 | 15.4 | 5.8 | 0.0 |
| Cc1cc(NC(=O)COC(=O)COc2ccc(I)cc2)no1 | -0.1 | 26.5 | -1.8 | -1.1 |
| O=C(OCCN1CCCC1=O)c1cncc(Br)c1 | 0.1 | 6.1 | 6.1 | -1.5 |
| CCCCNC(=O)c1cc(Sc2ccc(C)cc2)nc2ccccc12 | -0.3 | -1.4 | 0.0 | -0.1 |

Laid out differently: 2 of the compounds above.
CC(C)n1c(CN2CCc3c(nc(N4CCCC4)[nH]c3=O)C2)nc2ccccc21
  FBW7 activator: 0.2 | MITF inh: 6.7 | TEAD-YAP inh: -0.6 | GPR151 ag: -0.6

COc1cc(OC)c(Nc2nc3ccccc3n3cnnc23)cc1Cl
  FBW7 activator: 0.4 | MITF inh: 13.3 | TEAD-YAP inh: 0.0 | GPR151 ag: 0.6

(continued)
Each structure is followed by: FBW7 activator | MITF inh | TEAD-YAP inh | GPR151 ag
Cc1cc(=O)n2ccc(CN3CCOCC3)c(O)c2n1
    -0.2 | 32.2 | 4.5 | 1.8
CCn1c(SCC(=O)Nc2ccccc2Br)nnc1-c1ccccc1O
    0.0 | -0.6 | 13.3 | -0.7
COC(=O)c1cc(N=Cc2c(O)[nH]c(=O)[nH]c2=O)cc(C(=O)OC)c1
    -0.1 | 2.6 | -0.6 | 0.5
COCCNC(=O)NC(=O)COC(=O)C1CC(=O)N(c2ccc3c(c2)OCCO3)C1 (stereo not drawn)
    0.0 | 9.3 | -7.8 | 2.0
Cc1ccc(NC(=O)N(C2=NCCC2)c2ccc(C)c(C)c2)cc1
    0.1 | 14.3 | -40.1 | -0.1
CN1C(=O)CC(C(=O)Nc2ccc(F)cc2)SC1=Nc1ccc2c(c1)OCO2 (stereo not drawn)
    0.0 | 14.0 | 2.6 | -1.2
O=C(CCC1(Cc2ccco2)CCC(=O)N1)NCc1ccccc1 (stereo not drawn)
    0.2 | -14.1 | 7.4 | -1.0
COc1cc(Nc2nc3ncnc(NCCCN4CCCC4=O)c3[nH]2)cc(OC)c1OC
    0.0 | 7.2 | 15.1 | 1.6
Cn1c(=O)c2c(SCc3ccccn3)nc(C3CCCCC3)nc2n(C)c1=O
    0.2 | -4.0 | 5.3 | 0.2
COc1ccc2nc(-c3ccc(NC(=O)c4c(F)cccc4F)cc3)cn2n1
    0.1 | 5.8 | -36.0 | -0.8
Cc1cccc(NC(=O)N2CCC(CN3CCOCC3)CC2)c1C
    0.0 | 3.5 | -3.9 | -0.7
CC(C)N(CCNc1nc(Nc2cccnc2)nc2c1ncn2-c1ccsc1)C(C)C
    -0.3 | -4.7 | 35.0* | 1.3
COc1ccc(-c2nc3cccc(C)n3c2NC(C)(C)C)cc1O
    0.0 | -0.9 | -8.7 | 0.1
O=C1NC2(CCCCC2)C(=O)N1CCS(=O)(=O)Oc1ccc(Br)cc1
    0.1 | 16.5 | -1.3 | 2.9
CC1CN(C)C(C)CC1NCCC1(c2ccccc2)CC(C)N(C)CC1C (stereo not drawn)
    -0.1 | -4.6 | 2.6 | 3.9
COc1ccccc1/C=N/Nc1cc(N2CCCCC2)nc(C)n1
    -0.1 | 10.1 | 6.4 | 0.6
COc1cc(C)c(CN2CCc3nnc(CNC(=O)c4cccc(F)c4)n3CC2)cc1C
    0.0 | 24.8 | 13.2 | 0.7
Nc1nnnn1/N=C\c1ccc(OCc2ccccc2)cc1
    0.1 | -11.8 | -12.9 | 0.2
CCOC(=O)c1nn(-c2ccccc2C)c(=O)c(C#N)c1C
    1.2 | 15.9 | 11.8 | 0.4
COC(=O)CNC(=O)Cc1ccc([N+](=O)[O-])cc1
    0.2 | 25.8 | 7.4 | -1.3

Structures listed so far that contain a Cl atom, in the order listed:
Each structure is followed by: FBW7 activator | MITF inh | TEAD-YAP inh | GPR151 ag
O=C(O)c1ccc(CNC(=O)C(Cl)Cl)cc1
    0.0 | -5.6 | -6.1 | 1.4
Cc1ccc(OCC(=O)Nc2ccc(N3CCOCC3)c(Cl)c2)cc1C
    0.2 | 4.5 | 6.3 | -0.6
COc1cc(OC)c(Nc2nc3ccccc3n3cnnc23)cc1Cl
    0.4 | 13.3 | 0.0 | 0.6
COC(=O)c1c(N)sc(C)c1-c1ccc(Cl)cc1
    0.0 | 7.0 | 6.0 | 0.2
Cc1cc(Cl)ccc1OCC(=O)Nc1ccc(S(=O)(=O)Nc2ncccn2)cc1
    -0.1 | 9.5 | 3.5 | -0.7

Additional compounds follow.
Each structure is followed by: FBW7 activator | MITF inh | TEAD-YAP inh | GPR151 ag
Cc1cc(NCCCN(C)C)n2ncc(-c3ccc(Cl)cc3)c2n1
    0.3 | 2.3 | -14.2 | -0.5
CC(C)c1nnc2n1CCN(C(=O)CCCc1ccccc1)CC2
    0.0 | 7.3 | -3.7 | 1.5
Cc1c(NC(=O)[C@@H]2CCCN2C(=O)c2cccs2)c(=O)n(-c2ccccc2)n1C
    -0.2 | -6.7 | -0.8 | -2.1
O=C(NCCc1ccccc1)C(=O)N/N=C/c1ccccc1
    0.1 | -7.0 | 1.6 | 1.3
Cc1ccc(N(C(C)C(=O)Nc2ccc(F)cc2)S(C)(=O)=O)cc1C (stereo not drawn)
    0.0 | -2.7 | 1.7 | 2.7
Cc1ccc(S(=O)(=O)N(Cc2ccccc2)c2ccccc2)cc1
    0.1 | 20.6 | 6.2 | -1.6
O=C(CSc1nnc(NC(=O)CN2CCCCC2)s1)Nc1ccc(Br)cc1
    0.5 | 12.3 | 3.0 | 1.2
CCOC(=O)c1cc(-c2ccccc2)sc1NC(=O)COc1cccc(C)c1
    -0.2 | 10.8 | 0.7 | -0.1
COC(=O)C1=C(C)NC2=C(C(=O)CC(C)(C)C2)C1c1ccc(C(=O)OC)cc1 (stereo not drawn)
    0.1 | -16.9 | 2.4 | 0.5
Cn1c2ccc(Br)cc2c2nnc(SCC(=O)N=C3NC(=O)CS3)nc21
    -0.2 | -10.9 | -0.5 | 0.3
CN1CCN(C(=O)c2ccc(S(=O)(=O)Cc3ccccc3F)c([N+](=O)[O-])c2)CC1
    0.0 | 7.2 | 6.2 | 0.8
CCc1nnc(/N=C2\NC(=O)CS2)s1
    -0.1 | -4.6 | 4.2 | 0.1
COc1cc(/C=N/Nc2ccc(S(N)(=O)=O)cc2[N+](=O)[O-])cc(OC)c1O
    -0.1 | 28.3 | 1.8 | -1.3
CC(=O)c1cccc(N(CC(=O)NCCSc2ccccc2)S(C)(=O)=O)c1
    0.0 | -0.9 | -1.0 | -1.0
CC1(C)C(=O)Nc2ccc(-c3ccccc3)cc21
    -0.1 | -3.7 | -12.4 | 0.0
CCCNc1ccc2ncc(-c3ccc(OC)nc3)n2n1
    -0.2 | -0.8 | 2.0 | -0.3
N[C@H](C(=O)O)[C@H]1CC1C(=O)O (stereo partly drawn)
    0.0 | 4.8 | . | -0.2
CCOC(=O)CNC(=O)c1nn(-c2cccc(OC)c2)c(=O)c2ccccc12
    0.3 | 4.8 | 15.1 | -0.6
COc1ccc(C(=O)/C=C/Nc2cccc(O)c2)cc1OC
    -0.1 | -13.8 | 25.7 | -4.6
COc1ccccc1NC(=O)/C(N=O)=C(\C)O
    0.3 | 10.1 | 9.4 | -0.7
C/C(=N\NC(=O)c1ccco1)c1ccc(Br)cc1
    0.0 | -15.3 | -54.0 | -1.8
O=C(c1ccc2c(=O)n(Cc3ccc(Cl)cc3)c(=S)[nH]c2c1)N(CCO)Cc1ccccc1
    0.0 | -0.8 | 7.8 | 2.3
Cc1cccc(Cn2c(SCCN3CCOCC3)nc3c2c(=O)[nH]c(=O)n3C)c1
    0.5 | 5.2 | -16.4 | 1.4
Cc1ccc(C2/C(=C(\O)c3ccc(Br)cc3)C(=O)C(=O)N2CCCN2CCOCC2)cc1 (stereo not drawn)
    0.2 | 15.2 | 6.2 | 1.8
COc1ccccc1C(=O)COc1ccc([N+](=O)[O-])cc1Cl
    -0.1 | -5.2 | -4.5 | 0.1
CC(C)(C)c1ccc(C(=O)NNC(=O)C(=O)N2CCCCC2)cc1
    0.1 | 1.4 | 3.8 | 0.7
COc1ccc(OC)c(NC(=O)c2c(NCc3ccc(OC)c(OC)c3)sc3c2CCC(C)C3)c1 (stereo not drawn)
    -0.1 | 11.3 | 3.1 | 0.1
O=C(NCc1cccnc1)c1ccc2nc(Nc3ccc4ncccc4c3)sc2c1
    0.2 | 3.1 | -21.0 | -0.5
CCOC(=O)Cc1ccc(N(Cc2ccc(Cl)cc2)S(=O)(=O)c2ccccc2)cc1
    0.3 | 26.0 | -1.7 | -1.2
O=S(=O)(c1ccc(Cl)cc1)N(CC(O)Cn1c2ccccc2c2ccccc21)c1ccc(Br)cc1 (stereo not drawn)
    0.0 | 4.2 | -3.0 | 1.4
COc1ccc(NC(=O)CCc2nc3cccnc3n2-c2ccccc2)cc1
    0.0 | 0.3 | 8.6 | 1.7
